Bioassay records from PubChem.
Rv3671c inh – inhibits the M. tuberculosis serine protease Rv3671c. inhibition, % at 5.96 µM. P9WHR9. hit rate 0.048% among 320,000; in the data active = inhibition above about 38%;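 also: extracellular domain of Rv3671c used as enzyme; 0% = enzyme with DMSO and 100% = no enzyme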
Target sequence (P9WHR9 whole entry, looked up, the tested form may be a part): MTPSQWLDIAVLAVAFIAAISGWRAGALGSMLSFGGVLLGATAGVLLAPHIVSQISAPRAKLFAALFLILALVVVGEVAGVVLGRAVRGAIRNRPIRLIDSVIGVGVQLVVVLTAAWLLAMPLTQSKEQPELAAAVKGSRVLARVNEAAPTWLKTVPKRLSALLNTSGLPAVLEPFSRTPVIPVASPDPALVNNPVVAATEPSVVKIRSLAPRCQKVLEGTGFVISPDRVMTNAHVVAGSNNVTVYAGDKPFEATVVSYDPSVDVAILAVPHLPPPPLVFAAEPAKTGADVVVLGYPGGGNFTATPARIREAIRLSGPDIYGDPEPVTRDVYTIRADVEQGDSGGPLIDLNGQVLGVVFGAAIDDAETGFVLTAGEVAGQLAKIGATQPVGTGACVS
BioA inh – BioA (M. tuberculosis) enzyme inhibition; inhibition, % at 9.99 µM; purified M. tuberculosis BioA enzyme, plate reader; hit rate 0.096% among 360,000; in the data active = inhibition above about 40%
PrPC surface inh – reduces human prion protein on the cell surface; AID 720596; cell surface PrPC, TR-FRET read-out; inhibition, % at 13.8 µM; hit rate 0.43% among 370,000; P04156; in the data active = inhibition above about 24%; also: 0% = median of the test wells and 100% = reference compound wells
* = called active by the depositor; / = not tested or not shown.

The line under a structure holds: PrPC surface inh	BioA inh	Rv3671c inh
- C[C@H](CO)N1C[C@H](C)[C@H](CN(C)C)Oc2ncc(-c3cccnc3)cc2C1=O
  /	-1.9	/
- CNC[C@H]1OCCCC[C@H](C)Oc2ccc(NC(=O)C3CCCCC3)cc2C(=O)N([C@H](C)CO)C[C@@H]1C
  /	-3.9	/
- C[C@@H]1CN([C@H](C)CO)C(=O)c2cc(C#Cc3ccccc3)cnc2O[C@@H]1CN(C)Cc1ccccn1
  /	-1.3	/
- CN(C)C(=O)c1ccc(-c2ccc3c(c2)[C@H]2[C@H](CCN2C(=O)C2CC2)[C@H](CO)N3C)cc1
  /	2.7	/
- C[C@@H](NC(=O)[C@H]1[C@H](CO)[C@H]2Cn3c(ccc(-c4ccccc4)c3=O)[C@@H]1N2C)c1ccccc1
  /	1.7	/
- C[C@H]1CN([C@@H](C)CO)S(=O)(=O)c2ccc(-c3cccc(C#N)c3)cc2O[C@H]1CN(C)C(=O)c1cccnc1
  /	22	/
- CC(C)NC(=O)Nc1ccc2c(c1)CC(=O)N([C@@H](C)CO)C[C@@H](C)[C@@H](CN(C)S(C)(=O)=O)O2
  /	-2.0	/
- Cc1noc(C)c1S(=O)(=O)N(C)C[C@H]1OCCCC[C@H](C)Oc2ccc(NC(=O)Nc3ccc(F)cc3)cc2C(=O)N([C@@H](C)CO)C[C@@H]1C
  /	-1.1	/
- Cc1ccc(S(=O)(=O)Nc2ccc3c(c2)C(=O)N([C@@H](C)CO)C[C@H](C)[C@@H](CN(C)S(=O)(=O)c2ccccc2)O3)cc1
  /	-2.6	/
- CO[C@H]1CN(C)C(=O)c2cc(NC(=O)c3ccccc3)ccc2OC[C@@H](C)N(C(C)=O)C[C@@H]1C
  /	-0.5	/
- O=C(C[C@@H]1CC[C@@H]2[C@H](COC[C@@H](O)CN2Cc2cccc(-c3ccncc3)c2)O1)N1CCN(c2ccccc2)CC1
  /	-0.1	/
- Cc1noc(C)c1NC(=O)Nc1ccc2c(c1)C(=O)N([C@@H](C)CO)C[C@@H](C)[C@H](CN(C)S(=O)(=O)c1ccccc1)OCCCC[C@H](C)O2
  /	0.0	/
- COc1ccc(CN2C[C@@H](C)[C@@H](OC)CN(C)C(=O)c3cc(NC(=O)c4nc5ccccc5s4)ccc3OC[C@H]2C)cc1
  /	-0.2	/
- CO[C@@H]1CN(C)C(=O)c2cc(NC(=O)C3CC3)ccc2OC[C@@H](C)N(Cc2nccs2)C[C@@H]1C
  /	3.9	/
- CCCC(=O)Nc1ccc2c(c1)OC[C@H](C)N(C(=O)CC)C[C@H](C)[C@H](OC)CN(C)C2=O
  /	0.8	/

Next section; the last three above are carried over.
The line under a structure holds: PrPC surface inh	BioA inh	Rv3671c inh
- COc1ccc(CN2C[C@@H](C)[C@@H](OC)CN(C)C(=O)c3cc(NC(=O)c4nc5ccccc5s4)ccc3OC[C@H]2C)cc1
  /	-0.2	/
- CO[C@@H]1CN(C)C(=O)c2cc(NC(=O)C3CC3)ccc2OC[C@@H](C)N(Cc2nccs2)C[C@@H]1C
  /	3.9	/
- CCCC(=O)Nc1ccc2c(c1)OC[C@H](C)N(C(=O)CC)C[C@H](C)[C@H](OC)CN(C)C2=O
  /	0.8	/
- COC(=O)C[C@@H]1C[C@@H]2c3cc(NS(C)(=O)=O)ccc3O[C@@H]2[C@@H](CO)O1
  /	0.4	/
- CCNC(=O)C[C@H]1CC[C@H]2[C@@H](COc3ccc(NC(=O)Nc4cccc(F)c4)cc3C(=O)N2C)O1
  /	9.0	/
- C[C@@H]1CCCCO[C@H](CN(C)Cc2ccccc2)[C@@H](C)CN([C@@H](C)CO)C(=O)c2cc(NC(=O)c3ccccc3)ccc2O1
  /	0.9	/
- C[C@H]1CN([C@@H](C)CO)C(=O)c2cccc(NS(=O)(=O)c3cn(C)cn3)c2O[C@H]1CN(C)Cc1ccncc1
  /	2.9	/
- C[C@H](CO)N1C[C@H](C)[C@H](CN(C)Cc2cccc(C(=O)O)c2)OCc2cnnn2CCCC1=O
  /	-3.7	/
- O=C(N[C@H]1CC[C@H](CCNS(=O)(=O)c2ccccc2)O[C@H]1CO)c1cnccn1
  /	0.0	/
- C[C@@H](NC(=O)[C@H]1[C@H](CO)[C@H]2Cn3c(ccc(-c4ccccc4F)c3=O)[C@@H]1N2C)c1ccccc1
  /	0.1	/
- O=C(C[C@@H]1C[C@@H]2c3cc(NC(=O)Nc4ccccc4)ccc3O[C@@H]2[C@H](CO)O1)NCc1cccc(F)c1
  /	-0.1	/
- Cc1ccc(S(=O)(=O)Nc2ccc3c(c2)CC(=O)N([C@@H](C)CO)C[C@H](C)[C@H](CN(C)Cc2ccncc2)O3)cc1
  /	0.8	/
- C[C@H]1CN([C@@H](C)CO)C(=O)c2cc(NC(=O)c3ccncc3)ccc2O[C@H]1CN(C)Cc1ccc2c(c1)OCO2
  /	-2.2	/
- NCC[C@@H]1CC[C@@H](NC(=O)C2CCC2)[C@@H](CO)O1
  /	0.5	/
- C[C@@H]1CN([C@H](C)CO)C(=O)CCCn2nncc2CO[C@@H]1CN(C)Cc1ccc(Cl)c(Cl)c1
  /	2.2	/
- O=P(O)(O)CP(=O)(O)O
  /	0.9	8
- C[C@H](O)[C@@H]1CN2CCc3ccc(-c4ccc5c(c4)OCO5)cc3[C@@H]2C[C@@H]1N(C)C(=O)Nc1ccccc1
  -1	/	/
- O=C(NCC1CCN(C(=O)C(=O)c2cc3ccccc3o2)CC1)c1ccc2c(c1)OCC2
  3	/	/
- Cc1ccc(NC(=O)c2cccc3c2-c2ccccc2C3=O)c(C)c1
  3	/	/
- O=C(CCl)NC1CCCCN(Cc2cccc(C(F)(F)F)c2)C1=O (stereo not drawn)
  -4	/	/
- Cc1cc(C)cc(NC(=O)NCCCN2CCN(c3ccc(F)cc3)CC2)c1
  0	/	/
- Cc1ccc(C(=O)n2ccc3ccc(-c4ccc5ccn(Cc6ccc(C#N)cc6)c5c4)cc32)cc1
  13	/	/
- COc1ccc(CCc2nc3ccccc3n2C(CCc2ccccc2)c2nc3ccccc3[nH]2)cc1 (stereo not drawn)
  -1	/	/
- COCCCNC(=O)C[C@H]1C[C@@]2(C(=O)OC)C(=C[C@H](C(C)C)O[C@@H]2C2CC2)N(Cc2ccc3c(c2)OCO3)C1=O
  3	/	/
- COc1ccc(S[C@]2(C(=O)NCC(C)C)CC(=O)N[C@@H]2c2ccc(OC)cc2)cc1
  -3	/	/
- O=C(N[C@H](Cc1ccccc1)C(=O)N1CCCN(Cc2ccccc2F)CC1)[C@H]1O[C@@H](n2ccc(=O)[nH]c2=O)[C@H](O)[C@@H]1O
  7	/	/
- CC(C)[C@@H]1NC(=O)[C@H]2C[C@@]3(C)c4ccccc4N[C@H]3N2C1=O
  -6	/	/
- N#Cc1ccc(Cn2ccc3ccc(-c4ccc5ccn(C(=O)c6ccccc6)c5c4)cc32)cc1
  21	/	/
- Nc1[nH]c(C(=O)c2ccccc2)c(-c2ccc(Cl)cc2)c1C(=O)c1c[nH]c2ccccc12
  -6	/	/
- CCNC(=O)N1CCN(c2ccc(N3CCN(Cc4ccccc4)[C@@H](C)C3)c(C)c2)[C@H](C)C1
  4	/	/
- COC(=O)[C@]12C[C@H](CC(=O)NCC3CCCCC3)C(=O)N(Cc3ccco3)C1=C[C@H](C(C)(C)C)O[C@@H]2C
  2	/	/
- COc1cccc(C(=O)N[C@H](C(=O)N2CCC[C@H]2C(=O)NCCc2ccccc2Cl)c2ccccc2)c1
  -1	/	/
- CCOC(=O)[C@]12CCCC=C1N(Cc1ccc(OC)cc1)C(=O)[C@@H]2CC(=O)NCc1ccc(OC)c(OC)c1
  10	/	/
- CN(Cc1ccccc1)C(=O)OCc1cn(Cc2cccc(F)c2F)nn1
  2	/	/
- COC(=O)C1=C(C)N(Cc2cccc(C(F)(F)F)c2)C(=NCc2ccc3c(c2)OCO3)NC1c1ccccc1 (stereo not drawn)
  -9	/	/
- Cc1ccc(O)c(C(C)c2c[nH]c3ccccc23)c1 (stereo not drawn)
  -6	/	/
- CCOC(=O)[C@]12CCCC=C1N(CCCOC)C(=O)[C@@H]2CC(=O)NCCCN1CCCC1=O
  8	/	/
- O=C(c1ccc(Cl)cc1)N1CCC(Oc2cccnc2)CC1
  -1	/	/
- CC(C)CN1C(=O)C[C@@]2(C(=O)N(C)c3ccc(NS(=O)(=O)C4CCCCC4)cc32)C1c1ccccc1 (stereo partly drawn)
  -3	/	/
- CN[C@H]1C[C@H]2c3cc(N4CCOCC4)ccc3CCN2C[C@H]1[C@H](C)O
  -3	/	/
- Cc1ccccc1N(C)C(=O)CN1CCN(c2nc(-c3ccccc3)cs2)CC1
  4	/	/
- C[C@@H]1ON(C)[C@H]2C[C@H]3c4cc(-c5ccc6c(c5)OCO6)ccc4CCN3C[C@@H]12
  2	/	/
- Nn1c(SCC(=O)Nc2ccc(OCc3ccccc3)cc2)nnc1-c1cc(-c2ccc(F)cc2)n[nH]1
  0	/	/
- CC1CCN(C(=O)C2CCCN(C(=O)c3ccc4c(c3)NC(=O)CS4)C2)CC1 (stereo not drawn)
  8	/	/
- Cc1cc(C(=O)OCCCN(C)C2CN(Cc3cn(Cc4ccccc4C(F)(F)F)nn3)S(=O)(=O)C2)no1 (stereo not drawn)
  1	/	/
- O=C(CNCc1c(F)cccc1F)N1CCC2(CC1)OCCO2
  3	/	/
- O=C(Nc1cccc(C(F)(F)F)c1)OC1CC2CC1[C@H]1CCCCN1[C@H]2Cc1ccccc1 (stereo partly drawn)
  3	/	/
- CCc1ccccc1N=Nc1c(N)[nH]n(-c2ccccc2)c1=O
  5	/	/

Sorted by molecular weight (rising): part of the list above.
The line under a structure holds: PrPC surface inh	BioA inh	Rv3671c inh
- CC1CCN(C(=O)C2CCCN(C(=O)c3ccc4c(c3)NC(=O)CS4)C2)CC1 (stereo not drawn)
  8	/	/
- Cc1ccccc1N(C)C(=O)CN1CCN(c2nc(-c3ccccc3)cs2)CC1
  4	/	/
- O=C(Nc1cccc(C(F)(F)F)c1)OC1CC2CC1[C@H]1CCCCN1[C@H]2Cc1ccccc1 (stereo partly drawn)
  3	/	/

Continuation.
The line under a structure holds: PrPC surface inh	BioA inh	Rv3671c inh
- O=S1(=O)c2c(cccc2N2CCCC2)O[C@H](COCc2ccccc2)CN1C1CC1
  4	/	/
- CN(CCc1ccccc1)C(=O)Cn1nc(-c2ccccc2)ccc1=O
  -10	/	/
- CC1CCCN(c2cccc3c2S(=O)(=O)N(Cc2cccc(Cl)c2)[C@@H](C)[C@H](c2ccccc2)O3)C1 (stereo partly drawn)
  -2	/	/
- C=CCOC(=O)N[C@H](c1ccccc1)[C@H](C)/C=C/CC(=O)OC
  3	/	/
- CC(C)C(=O)N[C@H]1[C@H](O)CCC[C@]12C(=O)N(Cc1ccccc1)c1ccccc12
  -2	/	/
- COc1ccccc1Cc1c(C(C)(C)C)nc2c(C)cc(Br)cn12
  -8	/	/
- CC(=NNC(=O)CSc1nnc(-c2ccc(C(C)(C)C)cc2)n1-c1ccccc1)c1cccc2ccccc12
  -3	/	/
- O=C(Nc1c(-c2ccc(C(F)(F)F)cc2)nc2ncccn12)C1CC1
  -3	/	/
- CCCCCCC(=O)NC1CCCCN(C)C1=O (stereo not drawn)
  1	/	/
- CCOc1ccc(-n2c(SCC(=O)c3ccccc3Cl)nnc2-c2ccncc2)cc1
  16	/	/
- CCCCCn1nnnc1C1(C)Cn2nccc2C(=O)N1Cc1ccco1 (stereo not drawn)
  -4	/	/
- COc1ccccc1N
  2	/	/
- S=C(NCc1cccc(Cl)c1)OC1CCC12CCC(c1ccccc1)CC2 (stereo not drawn)
  6	/	/
- O=C(Nc1ccc(Cl)cc1)C1CCCN1S(=O)(=O)c1cccnc1 (stereo not drawn)
  -1	/	/
- S=C(Nc1ccc(Cl)cc1)OC1CCC12CCC(c1ccccc1)CC2 (stereo not drawn)
  16	/	/
- CCCN1CCCCC(NC(=O)c2cccs2)C1=O (stereo not drawn)
  -11	/	/
- C[C@H]1[C@H](N(C)C)CC[C@@]23CCCN2C(=O)CCC[C@@H]13
  0	/	/
- CC(C)(C)OC(=O)N1CCc2onc(-c3ccc(-n4cc(C5=CCCCC5)nn4)cc3)c2C1=O
  -5	/	/
- COCCCNC(=O)C[C@H]1C[C@@]2(C(=O)OC)C(=C[C@H](C(C)C)O[C@@H]2C2CC2)N(Cc2cccc3ccccc23)C1=O
  -8	/	/
- C#CCNC(=O)C[C@H]1C[C@@]2(C(=O)OC)C(=C[C@H](C(C)C)O[C@@H]2C2CC2)N(CCc2ccc(OC)c(OC)c2)C1=O
  -1	/	/
- CCc1ccc(N2C=C(C(=O)OC)C(c3ccc(OC)cc3)C(C#N)=C2N)cc1 (stereo not drawn)
  -4	/	/
- CSCCC(C(=O)Nc1c(C)cccc1C)n1c(-c2ccc(-c3ccccc3)cc2)nc2ccccc21 (stereo not drawn)
  8	/	/
- O=C(NCc1ccc(Cl)c(Cl)c1)O[C@H]1CC[C@@]23CCCN2C(=O)CCC[C@H]3C1
  -8	/	/
- Cc1cc(NC(=O)c2ccc(NS(=O)(=O)c3ccc(F)cc3)cc2)no1
  -2	/	/
- C=CC[C@H]1c2ccccc2[C@H]2N3N=Cc4ccccc4[C@H]3[C@H](CCc3ccccc3)C(=O)N2N1C(=O)c1ccccc1
  8	/	/
- CCOC(=O)[C@]12CCCC=C1N(CCCOC)C(=O)[C@@H]2CC(=O)N1CCOCC1
  7	/	/
- CC(C)CNC(=O)OCc1cn(Cc2cc(F)ccc2F)nn1
  -2	/	/
- CCOC(=O)[C@]12CCCC=C1N(Cc1ccccc1)C(=O)[C@H](CC(=O)NCC13CC4CC(CC(C4)C1)C3)C2
  -2	/	/
- Nc1nc2c(ncn2[C@@H]2O[C@H](C(=O)NCC3CCCCC3)[C@@H](O)[C@H]2O)c(=O)[nH]1
  2	/	/
- COC(=O)C1=C(C)N(Cc2cccc(C(F)(F)F)c2)C(=NCc2cc(OC)c(OC)c(OC)c2)NC1c1cccc(C(F)(F)F)c1 (stereo not drawn)
  15	/	/
- CC(C)C[C@H](NC(=O)c1ccc(Cl)c(Cl)c1)C(=O)N1CCC[C@H]1C(=O)NCc1ccccc1
  0	/	/

These rows are one share of the data; rates above refer to the full screens.
